Imprint erasure – inducers of genomic imprint erasure in mouse ES cells | mouse ES Peg3-LacZ reporter, beta-gal luminescence, 40 h | Potency, µM (top dose mostly 60.7 µM), without a hit: at the top dose activity change, positive = activation, most hits filed as activators | actives 0.02% (n = 110,000) | AID 1948;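 also: 0% = negative control wells on the plate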
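Readout: BetaGlo luminescence (5 min, room temp) for LacZ from the normally silent maternal Peg3 allele in female Peg3LacZ-Neo ES cells. Cells 300/well, 40 h, 37C, 5% CO2. Data normalized per plate to negative controls.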
IkB signaling – suppresses IkB signaling in ABC-DLBCL reporter cells; ABC-DLBCL IkBa-CBG/CBR dual luciferase ratio, 4 h; response scale: scaled: untreated 0%, proteasome inhibitor 100%; Potency, µM (top dose mostly 57.1 µM), without a hit: top-dose IkBa stabilization activation; actives 0.04% (n = 110,000); AID 445; active = well fitted curve in the direction sought with a large enough effect in the signal ratio, not every such curve was filed as active; inconclusive = small, poorly fitted or top-dose-only effect, or a change in a side signal; the % refers to the signal ratio;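 also: the direction sought is a rising ratio; 0% = basal untreated cells and 100% = reference inhibitor full response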
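Curves were fitted separately to fusion (green), unfused (red) and ratio luminescence, then classed by r2, magnitude and activity. Cells: OCI-Ly3, 4 h compound plus doxycycline at 37C; 10 uM MG-132 defined full response.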
p53ts 32C kill – kills p53ts cells at the permissive temperature | H1299-p53A138V at 32C, ATP luminescence viability, 24 h | Potency, µM (highest dose often 46.1 µM), for the others: at the top dose activity change, negative = cytotoxicity, hits mostly cytotoxic | actives 0.93% (n = 130,000);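 also: 0% = DMSO and -100% = full killing by reference compound; nearly all actives have a fitted effect of over 55% in size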
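ATP-content luminescence (ATPlite) read-out after 24 h compound exposure at 32C in H1299-p53A138V cells (600/well). Tested up to 46 uM. Normalized to DMSO (0%) and 100 uM tamoxifen (100% killing); Hill-fit AC50.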
p53ts 39C tox – p53ts cell cytotoxicity, nonpermissive temperature. Potency, µM (titrated, usually from 46.1 µM), inactives show at the highest dose activity change, negative = cell killing, hits mostly cytotoxic. AID 902. actives 1.5% (n = 130,000). H1299-p53A138V viability at 39C, ATP luminescence, 24 h; also: nearly all actives have a fitted effect of over 55% in size
Numbers without * were called inactive; u = inconclusive; x = not tested or not shown; [ ] = dose if it differs, or a comment. Unless noted, calls follow the shape of the dose curve; as a rule, active = well fitted curve in the direction sought with a large enough effect; inconclusive = small, poorly fitted or top-dose-only effect, or another doubt; inactive = no such curve, though single readings can be large; an effect the other way counts as inactive or inconclusive. Unless noted, % is scaled to controls: 0 for no effect and ±100 for the full control effect; potency is read from the fitted curve at half-maximal effect.

Screens in order: Imprint erasure | p53ts 39C tox | IkB signaling | p53ts 32C kill
OCC1O[C@H](OC2C(CO)O[C@@](O)(CO)C2O)C(O)C(O)C1O (stereo partly drawn)
→ -1% | -20% | x | -1%
CCc1ccc(NC(=O)CN2C(=O)C3(SCC(=O)N3c3ccc(F)c(F)c3)c3ccccc32)cc1 (stereo not drawn)
→ -12%[10.9 µM] | -30% | u | -8%
O=C(COc1ccccc1)N(Cc1ccco1)C1CCS(=O)(=O)C1 (stereo not drawn)
→ 10% | 9% | 2.8% | 4%
CCCCN1C(=O)CN(CCc2ccccc2)C(=O)C1c1ccc(OC)cc1 (stereo not drawn)
→ -16% | 3% | -1.8% | 6%
CC(C)c1ccc(NC(=O)c2csnn2)cc1
→ -51%[inhibitor] | 16µM* | -2.0% | 13µM*
Cc1ccc(NC(=O)C2CC(c3ccc(F)cc3)=NO2)cc1 (stereo not drawn)
→ -6% | -1% | -1.0% | 5%
CCOc1ccc(-c2cc(C(F)(F)F)c(C#N)c(SCC(=O)Nc3ccccc3)n2)cc1
→ -6%[10.9 µM] | -5% | -3.0% | 0%
Cc1nc(C)c(C(=O)C2=C(O)C(=O)N(CCN3CCOCC3)C2c2cccs2)s1 (stereo not drawn)
→ -8% | 19% | -0.5% | 6%
CC(=O)c1c(C(C)=O)c(C)n(-c2nc(-c3cccs3)c(C)s2)c1C
→ -10% | 4% | 1.1% | 10%
CCOc1ccc(NC(=O)CSc2oc(-c3ccco3)nc2S(=O)(=O)c2ccc(Cl)cc2)cc1
→ 10%[10.9 µM] | -12% | 3.5% | -23%
COc1ccc(CNC(=O)C2CCCN(S(=O)(=O)c3ccc4c(ccn4C)c3)C2)c(OC)c1 (stereo not drawn)
→ -12%[10.9 µM] | -18% | u | -6%
Nc1nonc1-c1nc2ccccc2n1Cc1ccc(F)cc1
→ -9% | u | 6.2% | -26%
COc1ccc(NC(=O)c2nnn(Cc3nc(-c4cc(Br)ccc4OC)oc3C)c2C)cc1
→ -9%[10.9 µM] | 7% | 8.8% | -3%
CCCCC(=O)N1CCc2cc(OC)c(OC)cc2C1COc1ccc(OC)cc1 (stereo not drawn)
→ -13%[10.9 µM] | u | -1.3% | 9%
COc1ccc(Nc2c3c(nc4ccc(NC(=O)/C=C/c5cccc(OC)c5OC)cc24)CCCC3)cc1OC
→ -34%[inhibitor][10.9 µM] | 10µM* | u | 10µM*
COc1ccccc1NC(=O)c1ccc(Br)o1
→ 4% | 5% | -0.2% | -3%
COc1cccc(CNC(=O)CCc2c(C)nn(-c3ccc(N4CCOCC4)nn3)c2C)c1
→ 16%[10.9 µM] | -14% | -0.8% | -2%
COc1ccc(C2Nc3ccccc3-c3cc(C)nn32)c(OC)c1 (stereo not drawn)
→ -14%[10.9 µM] | 13% | u | 0%
COc1ccc(-c2nn3c(=O)cc(CN4CCN(S(=O)(=O)c5ccc(C)cc5)CC4)nc3s2)cc1
→ -4%[10.9 µM] | 8% | u | -7%
Cc1ccc(Cn2c(SCC(=O)NCc3ccc(Cl)cc3)nc3ccsc3c2=O)cc1
→ u | u | -2.6% | -4%
COc1ccccc1NC(=O)c1cn(C)c(=O)c2cc(OC)c(OC)cc12
→ 7% | -8% | -0.7% | 5%
CC(C)NC(=O)c1cc(=O)n(C)c(=O)n1C
→ -8% | 4% | 0.0% | -3%
COc1ccc(N(CC(=O)Nc2cccc(C(F)(F)F)c2)S(C)(=O)=O)cc1
→ x | -9% | x | 9%
CC(C)NC(=O)c1ccc(Cn2c(=O)c3cccn3c3cccnc32)cc1
→ -10%[10.9 µM] | 13% | -0.7% | 5%
CC(=O)OC1CCC2(C)C(CCC3(C)C2C(=O)C=C2C4CC(C)(C(=O)OCCN5CCCCC5)CCC4(C)CCC23C)C1(C)C (stereo not drawn)
→ -8% | -3% | x | -7%
O=C(COc1ccc(S(=O)(=O)N2CCCCC2)cc1)NC1CCCCC1
→ -10% | 12% | 0.5% | 1%
COc1cccc2c(=O)n(CC(=O)N3CCCCCC3)ccc12
→ -8% | 11% | 0.0% | 6%
Cc1cccc(-c2nc3scc(CCNS(=O)(=O)c4ccc5c(c4)OCCO5)n3n2)c1
→ -7%[10.9 µM] | -13% | -1.2% | 3%
COc1cc(Br)cc(CN2CCN(C/C=C/c3ccccc3)CC2)c1O
→ -8% | -13% | u | -10%
CCN1C(=O)N(CN2CCOCC2)C2C1N(CN1CCOCC1)C(=O)N2CC (stereo not drawn)
→ 11% | 4% | -0.4% | 0%
Cc1ccccc1CN1CCN(CC(=O)NCc2ccccn2)C1=O
→ -10% | 6% | -1.6% | 0%
C=C(CO)C1Cc2c(ccc3c2OC2COc4cc(OC)c(OC)cc4C2C3=O)O1 (stereo not drawn)
→ -15% | -14% | x | -11%
COCCNC(=O)C(c1cccs1)N(C(=O)Cn1nnc2ccccc21)c1ccc2c(c1)OCO2 (stereo not drawn)
→ 0% | 11% | -0.1% | 0%
N#CCCN(Cc1cccnc1)C(=O)Nc1cccc(Cl)c1
→ -13% | 2% | 1.5% | -3%
CC(C)c1ccc(N2C(=O)CSC23C(=O)N(C)c2ccccc23)cc1 (stereo not drawn)
→ 18%[10.9 µM] | 7% | -1.5% | -7%
COC1(OC)C(=N/O)/C(=N\O)CCC1O (stereo not drawn)
→ -5% | 5% | -0.6% | -7%
CCN(C(=O)Cn1c(=O)n(Cc2ccc3c(c2)OCO3)c(=O)c2ccc(C(=O)NC3CCCCC3)cc21)c1cccc(C)c1
→ -11%[10.9 µM] | 13% | 0.1% | 17%
COc1ccc(-c2cc(C(N)=O)nc(N3CCCCCC3)n2)cc1
→ -89%[inhibitor] | 10µM* | u | 7.9µM*
CCN(CC)CCCNC(=O)Cc1c(C(=O)O)n(C)c2ccccc12
→ -9% | 5% | -0.3% | 0%
O=c1[nH]c(CN2CCc3ccccc32)nc2scc(-c3cccs3)c12
→ -14% | -20% | u | 10%
COc1cc(NC(=O)c2cc(C)on2)cc(OC)c1OC
→ -9% | 0% | 1.4% | 0%
Cc1noc(/C=C/c2ccccc2F)c1S(=O)(=O)N1CCC(C(=O)NCc2ccco2)CC1
→ -9%[10.9 µM] | -10% | -0.2% | -11%
COc1cccc(C(=O)Nc2cccc(-c3cn4c(C)csc4n3)c2)c1OC
→ -6%[10.9 µM] | u | u | u
CCCCC#CC1C=CC(Oc2ccc(C(=O)OC)cc2)C(COC(=O)OCC)O1 (stereo not drawn)
→ x | 11%[9.22 µM] | x | 1%[9.22 µM]
Cc1cccc(C)c1NC(=O)Cn1c(CN2CCCCC2)nc2ccccc2c1=O
→ x | -2% | x | -4%
COc1ccc2c(CNCc3ccco3)c(C(=O)O)n(Cc3ccc(F)cc3Cl)c2c1
→ -16%[10.9 µM] | 21% | -4.5% | 3%
C=COC(=O)CSc1snc(SCC(=O)OC)c1C#N
→ -6% | 10% | 1.6% | 8%
CC1(C)NC(=O)N(CCOc2ccc3c(c2)CCC3)C1=O
→ -10% | -4% | -7.6% | -4%
O=c1c2c3c(sc2nc2n1CCCC2)CCC3
→ -9% | 10% | 0.2% | -11%
CC1=C(C(=O)Nc2ccccc2)C(c2cccc(O)c2)n2nc(-c3ccccc3Cl)nc2N1 (stereo not drawn)
→ u | 8% | u | 2%
Cc1ccc(Cl)cc1NC(=O)CCCN1C(=O)CCn2nc(-c3cn(C)c4ccccc34)cc21
→ -11%[10.9 µM] | -15% | 0.6% | -2%
CCOc1ccc(N(CC(=O)NC2CCCC2)S(=O)(=O)c2c(C)[nH]c(=O)[nH]c2=O)cc1
→ -2% | 10% | 0.5% | 5%
Cc1noc(C)c1-c1nc(NCc2cccnc2)c2ccccc2n1
→ -14% | -10% | 4.3%[11.4 µM] | 1%
Cc1ccc(CN2CCC(CNC(=O)c3cnn(-c4ccccc4Cl)c3C3CCN(C(=O)OC(C)(C)C)CC3)CC2)cc1
→ -10%[10.9 µM] | u | 3.1% | -13%
Cc1ccc2oc(=O)n(CCCOc3ccccc3Cl)c2c1
→ -4%[10.9 µM] | -7% | u | -5%
N#Cc1cccc(NC(=O)c2ccccc2C(=O)O)c1
→ -3% | 14% | 0.8% | 0%
COc1cccc(-c2cn3nc4c(nc3n2)CCCC4)c1
→ -94%[inhibitor] | 5µM* | u | 5µM*
COc1ccc(Cn2c(C3CC3)nc3ccc(NC(=O)c4ccco4)cc3c2=O)cc1
→ -27% | -2% | u | 12%
S=c1[nH]nc(SCc2ccccc2Cl)c2[nH]cnc12
→ -13%[10.9 µM] | 8%[9.22 µM] | 0.5%[11.4 µM] | -9%[9.22 µM]
O=C(COc1cccc(Cl)c1)Nc1nc(-c2ccc(S(=O)(=O)N3CCOCC3)cc2)cs1
→ x | 6% | x | 4%

Some of these compounds in order of count of non-hydrogen atoms, rising:
Screens in order: Imprint erasure | p53ts 39C tox | IkB signaling | p53ts 32C kill
N#CCCN(Cc1cccnc1)C(=O)Nc1cccc(Cl)c1
→ -13% | 2% | 1.5% | -3%
CCN(CC)CCCNC(=O)Cc1c(C(=O)O)n(C)c2ccccc12
→ -9% | 5% | -0.3% | 0%
COc1cccc(C(=O)Nc2cccc(-c3cn4c(C)csc4n3)c2)c1OC
→ -6%[10.9 µM] | u | u | u
C=C(CO)C1Cc2c(ccc3c2OC2COc4cc(OC)c(OC)cc4C2C3=O)O1 (stereo not drawn)
→ -15% | -14% | x | -11%
CC1=C(C(=O)Nc2ccccc2)C(c2cccc(O)c2)n2nc(-c3ccccc3Cl)nc2N1 (stereo not drawn)
→ u | 8% | u | 2%

The list continues.
Screens in order: Imprint erasure | p53ts 39C tox | IkB signaling | p53ts 32C kill
CCn1nc(C(=O)OCC(=O)NCCN2C(=O)CSC2=O)c2ccccc2c1=O
→ 2% | -13% | -0.2% | 0%
COc1ccc(C(=O)Nc2nnc(SCc3cc(=O)c4cc(C)cc(C)c4[nH]3)s2)cc1
→ -3%[10.9 µM] | 5% | 4.3% | -2%
CCSc1nnc2c(n1)[nH]c1c(C)cccc12
→ -28% | -19% | 4.0% | -24%
COc1ccc2nc(NC(=O)CCNS(=O)(=O)c3ccc4c(c3)oc(=O)n4C)sc2c1
→ -11% | -18% | -0.2% | -13%
CCCCN1C(=O)C(O)(c2c[nH]c3ccccc23)c2cc(Br)ccc21 (stereo not drawn)
→ -4%[10.9 µM] | u | u | 1%
COc1ccc(C(=O)N2CCC3(CC2)CN(C(=O)Nc2ccccc2)C3)cc1
→ x | -2% | 3.2%[11.4 µM] | -8%
CCNC(=O)CN(Cc1ccccc1)S(=O)(=O)c1ccccc1
→ -3% | 8% | 1.2% | -4%
NC(=O)c1ccc(-n2nnnc2Oc2ccccc2C(=O)N2CCOCC2)cc1
→ -6% | -6% | -0.4% | 7%
Cc1ccc(CSc2nnc(-c3ccccn3)n2C)cc1
→ -26% | -16% | 0.5% | 0%
O=C(NC1=NCCS1)C1COc2ccccc2O1 (stereo not drawn)
→ -90%[inhibitor] | 13µM* | u | 13µM*
COc1ccc2[nH]cc(CCNc3ncncc3-c3ccc4c(c3)OCO4)c2c1
→ -17% | -11% | u | 5%
CCN(CCCNC(=O)c1cc(Nc2ccccc2OC)nc2ccccc12)c1cccc(C)c1
→ -18%[10.9 µM] | 15% | u | 17%
O=C(OCc1ccccc1)c1ccc(Br)o1
→ -13% | 8% | -4.6% | 10%
O=c1oc2ccccc2c(O)c1C=NCc1ccccn1
→ -15% | 6% | 0.2% | 6%
COc1ccc(-c2noc(CC(=O)Nc3ccc(C)c(F)c3)n2)cc1
→ -12%[10.9 µM] | -6% | 1.4% | 7%
CCOC(=O)c1[nH]cnc1C(=O)Nc1cccc(OC)c1
→ -5%[10.9 µM] | -14% | -2.5% | -1%
O=C(c1cc(C(F)(F)F)cc(C(F)(F)F)c1)N1CCC2(CC1)CN(c1ccccn1)C2
→ x | -29% | 14%[11.4 µM] | -5%
COC(=O)c1cc(NC(=O)Cc2coc3cc(OC)ccc23)cc(C(=O)OC)c1
→ -3% | -14% | u | -6%
CCOc1ccc(-c2ccc(NS(=O)(=O)c3cc(C)ccc3OC)cc2)nn1
→ -18%[10.9 µM] | 9% | -1.3% | 7%
O=C(CCCCCn1c(SCC(=O)c2ccccc2)nc2ccccc2c1=O)NCc1ccco1
→ -19% | -14% | u | -3%
CC1CCCCN1CCCn1c(=S)[nH]c2ccccc2c1=O (stereo not drawn)
→ -14% | 12% | -0.2% | 17%

Bioassay records: PubChem BioAssay, National Center for Advancing Translational Sciences (NCATS)
